Pf growth 48h: inhibits P. falciparum growth in the first generation, 48 h | P. falciparum luciferase growth in erythrocytes, 48 h | Potency, µM (series often up to 28.7 µM), for the others: at the top dose activity change, negative = inhibition, hits mostly inhibitors | hit rate 5.9% among 310,000 | AID 504832; note: potency is the fitted concentration of half-maximal effect; % is set by controls: 0 for no effect and ±100 for the full control effect
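Parasite viability was followed by luminescence of a genomically integrated firefly luciferase. Cultures held 0.1% parasitemia at 2% hematocrit (final), incubated under 5% CO2 at 37 C.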
Shiga toxin inh: Shiga toxin inhibition; Vero cells, Shiga toxin protein synthesis inhibition reporter; inhibition, % at 38.7 µM; hit rate 9.2% among 290,000; AID 2315; in the data active = inhibition mostly above about 28%, no sharp cut-off; inactive = mostly below about 43%; note: 0% is about no effect
CHX counter: counter-screen hit for Shiga toxin inhibitors, cycloheximide; cell reporter, cycloheximide protein synthesis inhibition counterscreen; max response, %; hit rate 12% among 300,000; in the data active = max response mostly above about 13%, no sharp cut-off; inactive = mostly below about 14%; note: read at 38.3 µM for the half of the compounds with a filed dose; 0% is about no effect
Pf growth 96h: P. falciparum growth inhibition at 96 hour, primary screen for plastid delayed-death inhibitors; P. falciparum luciferase reporter growth, 96 h; Potency, µM (titrated, usually from 28.7 µM), for the others: top-dose activity change, negative = inhibition, usual class: inhibitors; hit rate 6.9% among 320,000; note: potency is the fitted concentration of half-maximal effect; % is set by controls: 0 for no effect and ±100 for the full control effect
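Cell-based qHTS: luciferase-tagged P. falciparum in erythrocytes (2% hematocrit, 0.05% parasitemia final) incubated with compounds for 96 hours, 37 C, 5% CO2; luciferase detection reagent then added and luminescence measured.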
Giardia FBPA inh: inhibitors of Giardia lamblia fructose-1,6-bisphosphate aldolase | A8B2U2 | purified Giardia FBPA | Potency, µM (titrated, usually from 59.6 µM), without a hit: top-dose activity, negative = inhibition, usual class: inhibitors | hit rate 0.71% among 290,000; note: potency is the fitted concentration of half-maximal effect; % is set by controls: 0 for no effect and ±100 for the full control effect; nearly all actives have a fitted effect of over 55% in size
Target sequence (A8B2U2 whole entry, looked up): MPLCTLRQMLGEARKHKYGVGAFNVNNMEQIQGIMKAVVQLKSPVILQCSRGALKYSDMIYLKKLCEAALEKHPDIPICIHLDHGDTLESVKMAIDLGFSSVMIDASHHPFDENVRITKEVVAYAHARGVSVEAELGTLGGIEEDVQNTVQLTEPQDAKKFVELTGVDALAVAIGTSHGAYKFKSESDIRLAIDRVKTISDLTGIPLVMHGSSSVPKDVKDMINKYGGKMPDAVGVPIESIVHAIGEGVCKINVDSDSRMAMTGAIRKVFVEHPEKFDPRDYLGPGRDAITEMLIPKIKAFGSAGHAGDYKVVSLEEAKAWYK
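40 nM FBPA preincubated 10 min at RT with compound (up to 57.5 uM final), then substrate plus GAPDH/TPI/NAD/arsenate coupling and diaphorase/resazurin added. Fluorescence read after 20 min at RT, 525/598 nm.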
HCV inh: HCV inhibition; Huh7.5.1 HCVcc-Cre infection, luciferase reporter, 44 h; Potency, µM (top dose mostly 41.8 µM), without a hit: at the highest dose activity change, negative = inhibition, actives largely listed as inhibitors; hit rate 3.4% among 340,000; note: potency is the fitted concentration of half-maximal effect; % is set by controls: 0 for no effect and ±100 for the full control effect
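Luciferase read-out (15 sec integration) after a 15 min room-temperature substrate step quantifies HCVcc-Cre infection. Cells, 1,000 per well, had compound added 4 h post-plating, then virus at ~0.5 moi, and were cultured 44 h.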
Starred values were filed as active, the others as inactive; i = inactive; ? = inconclusive; nt = no result given; & = joins results of further samples; [ ] = another dose, or the depositor's remark. Unless noted, calls come from the whole dose curve; as a rule, active = well fitted curve in the direction sought with a large enough effect; inconclusive = small, poorly fitted or top-dose-only effect, or another doubt; inactive = no such curve, though single readings can be large; an effect the other way counts as inactive or inconclusive.

SMILES	CHX counter	Pf growth 48h	Giardia FBPA inh	Pf growth 96h	HCV inh	Shiga toxin inh
C/C(=N\NC(=O)c1nnn(-c2nonc2N)c1CSc1ccccc1)c1cccnc1	-8	25%	nt	-17%	7%	-6
CCn1c(C)c(C(C)=O)c(SC)nc1=S	-2	nt	3%	23%	8%	-12
CC(C)NC(=O)c1ccc2c(=O)n(CC3CCCO3)c(=S)[nH]c2c1 (stereo unspecified)	-1	-16%	-13%	9.3µM*	-11%	-6
Cc1ccc(S(=O)(=O)c2ccc(NN)cc2)cc1	8	?	-1%	?	8%	18
CCN1CCN(C(=O)c2ccc(Cn3c(=O)[nH]c4cc(OC)c(OC)cc4c3=O)cc2)CC1	-3	nt	0%	-11%	-3%	-25
O=C(C1CCCC1)N1CCN(S(=O)(=O)c2ccc(F)c(F)c2F)CC1	2	2%	-1%	8%	2%	-4
Cc1ccc(Sc2c(CO)c(-c3ccccc3)nn2C)cc1	12	?	-11%	2%	?	9
CCN1CCCC1CNC(=O)c1[nH]c2ccc(OC)cc2c1C (stereo unspecified)	1	2%	-17%	?	-29%	3
COc1ccc(/C(C)=N/NC(=O)CCC(=O)Nc2ccc(Cl)cc2Cl)c(OC)c1	1	0%	1%	21%	-29%	-6
Cc1ccc(S(=O)(=O)c2c(N)n(NC(=O)c3ccco3)c3nc4ccccc4nc23)cc1	-3	?	2%	?	19%	-21
CC(=O)c1c(COC(=O)c2ccncc2)nc2ccccc2[n+]1[O-]	3	?	12%	132%[activator]	-2%	15
Cc1cc(OCC(=O)N2CCN(c3ccc(F)cc3)CC2)c2c(C)cc(=O)oc2c1	-3	21%	-6%	36%[activator]	-14%	-11
CCCCCC(=O)Nc1cc(N(C)C)nc2ccccc12	8	?	7%	nt	?	-36
O=[N+]([O-])c1ccc(Oc2ccc(S(=O)(=O)N3CCCCC3)cc2)cc1	-2	-7%	-8%	24%	?	-12
Cc1ccc(NC(=O)C(OC(=O)c2ccc(C=O)cc2)c2ccccc2)cc1Cl (stereo unspecified)	15*	-9%	9%	?	-7%	5
COc1cccc(OC(=O)c2cc3ccccc3oc2=O)c1	10	-2%	1%	?	6%	-18
Cc1cc(OC(F)F)ccc1NC(=S)NCCc1ccccc1	5	0%	0%	-13%	-1%	5
COc1ccccc1NC(=O)C1CCCN(S(=O)(=O)c2c(C)noc2C)C1 (stereo unspecified)	-3	-26%	14%	4%	12%	3
CCOC(=O)c1cc(Sc2ccccc2N)cc(C(=O)OCC)n1	-2	0.15µM*	7%	-17%	-20%	-3
NC(=O)c1ccc(NS(=O)(=O)c2ccc3ccccc3c2)cc1	2	-14%	1%	-4%	26%	22
COc1nc(Nc2ccc(OC)c(Cl)c2)nc(OC)n1	8	8.3µM*	1%	-16%	?	22
CN(CC(=O)Nc1ccc(F)cc1)C(=O)COc1ccc(C(=O)c2ccccc2)cc1	-3	10%	-1%	50%[activator]	?	-17
CCOC(=O)OC(C)OC(=O)[C@@H]1N2C(=O)[C@@H](NC(=O)[C@H](N)c3ccccc3)[C@H]2SC1(C)C (stereo partly specified)	nt	10%	nt	17%	-19%	nt
COCCn1c(SCC(=O)Nc2cc(C)cc(C)c2)nc2ccccc2c1=O	-3	-28%	8%	149%[activator]	?	nt
COc1ccc(-c2cc(C(F)(F)F)n3nc(C(=O)N4CCCCC4)cc3n2)cc1OC	-3	-20%	13%	3%	?	-6
O=C(O)/C(=C\c1ccc(Cl)cc1)c1ccc(F)cc1	-1	0%	9%	6%	21%	24
Cc1ccccc1NC(=O)CN1C(=O)N/C(=C\c2ccccc2OCc2ccc(C(=O)O)cc2)C1=O	-1	20%	-9%	20%	13%	-8
O=C(COC(=O)c1cccc(S(=O)(=O)N2CCOCC2)c1)Nc1ccc(Cl)cn1	nt	31%[activator]	nt	34%[activator]	-5%	nt
CCN(CC)c1ccc(C=C(c2nnnn2-c2ccc(C)cc2)c2nnnn2-c2ccc(C)cc2)cc1	-4	1.7µM*	1%	?	21%	-10
COc1ccc(S(=O)(=O)N(Cc2cc3ccc(OC)cc3[nH]c2=O)CC2COCCO2)cc1 (stereo unspecified)	8	-45%	-3%	-2%	-17%	9

Next section; the last five above are carried over.
SMILES	CHX counter	Pf growth 48h	Giardia FBPA inh	Pf growth 96h	HCV inh	Shiga toxin inh
O=C(O)/C(=C\c1ccc(Cl)cc1)c1ccc(F)cc1	-1	0%	9%	6%	21%	24
Cc1ccccc1NC(=O)CN1C(=O)N/C(=C\c2ccccc2OCc2ccc(C(=O)O)cc2)C1=O	-1	20%	-9%	20%	13%	-8
O=C(COC(=O)c1cccc(S(=O)(=O)N2CCOCC2)c1)Nc1ccc(Cl)cn1	nt	31%[activator]	nt	34%[activator]	-5%	nt
CCN(CC)c1ccc(C=C(c2nnnn2-c2ccc(C)cc2)c2nnnn2-c2ccc(C)cc2)cc1	-4	1.7µM*	1%	?	21%	-10
COc1ccc(S(=O)(=O)N(Cc2cc3ccc(OC)cc3[nH]c2=O)CC2COCCO2)cc1 (stereo unspecified)	8	-45%	-3%	-2%	-17%	9
C/C(=N\NS(=O)(=O)c1ccc(C)cc1)c1ccc(C)s1	2	36%[activator]	-2%	?	1%	-14
COc1ccc(S(=O)(=O)N2CCN(C3CCCCCCC3)CC2)cc1	1&-1	17%&17%	?	-4%	-4%&-44%&-15%	-2&-14
CC(=O)c1c(N2CCCC2)nc(=S)n(-c2ccccc2)c1C	0	nt	-16%	?	-4%	-15
c1cncc(CNc2nc(-c3cccnc3)nc3ccccc23)c1	-4	?	-2%&-13%	?	22µM*	-10
O=C(Nc1nccs1)C1CC(=O)N(CCc2ccccc2)C1 (stereo unspecified)	nt	-8%	nt	28%	-2%	nt
O=C(O)c1cc(-c2cccs2)nn1-c1ccc(F)cc1	-1	12%	3%	5%	1%	-7
Oc1ccc(-[n+]2c(-c3ccccc3)cc(-c3ccccc3)cc2-c2ccccc2)cc1	nt	0.37µM*	nt	0.13µM*	8.9µM*	nt
CCC(=O)OCCNc1nc(-c2ccccc2)nc2ccccc12	1	21%	-10%	-21%	?	-15
CCOc1ccc(S(=O)(=O)NC(Cc2c[nH]c3ccccc23)C(=O)O)cc1 (stereo unspecified)	-4	nt	4%	31%[activator]	17%	-4
CCCOc1ccc(/C(O)=C2/C(=O)C(=O)N(c3cc(C)on3)C2c2ccc(C(=O)OC)cc2)cc1 (stereo unspecified)	-1	3%	17%	9%	24%	-5
COc1ccc(NC(=O)CCSc2ccc3ccccc3n2)cc1	1	15%	-1%	80%[activator]	6%	-10
CN(C(=O)C1CCCN(S(=O)(=O)c2cccc([N+](=O)[O-])c2)C1)C1CCS(=O)(=O)C1 (stereo unspecified)	-1	?	0%	?	20%	-20
CSc1nc(-c2ccccc2)nn1S(=O)(=O)c1ccccc1	18*	27%	7%	17%	6%	35
Cc1ccccc1C(=O)N1CCN(c2ccc(NC(=O)c3ccco3)cc2)CC1	8	-22%	12%	15%	-3%	-7
N#Cc1cnc(SCC(=O)NNC(=O)COc2cccc3ccccc23)nc1N	-2	-7%	3%	?	7%	-15
CC1CCN(C(=O)CSc2nnc(Cc3ccccc3)o2)CC1	-1	5%	1%	5%	7%	12
CCn1c(SCC(=O)N/N=C/c2ccccc2OCC(=O)O)nnc1-c1ccc(C(C)(C)C)cc1	1	22%	-14%	2%	17%	-7
Cc1cc2c(cc1C)CSC(c1ccccc1OC(=O)C(C)(C)C)SC2	5	nt	-1%	?	-19%	7
COc1cc(C2CC(=O)Oc3cc4c(cc32)OCO4)cc(OC)c1OC (stereo unspecified)	2	nt	-13%[89.2 µM]	nt	-7%	i
CCn1c(SCC(=O)Nc2ccccc2Br)nnc1-c1cnccn1	-1	2%	nt	?	3%	0
Nc1cc(N2CCNCC2)c([N+](=O)[O-])cc1Cl	-1	-3%	4%	32%[activator]	5%	-7
Cc1cc(OCC(=O)NCCCn2ccnc2)c2c(C)c(C)c(=O)oc2c1	9	4%	-10%	-23%	1%	32
COc1ccc(C(=O)Nc2nc3cc4c(cc3s2)OCO4)c(OC)c1	38*	157%[activator]	6%	183%[activator]	?	66*
CCOc1ccc2[nH]c3c(=O)n(CCC4=CCCCC4)cnc3c2c1	9	0%	-2%	-18%	9%	-10
CCCC(=O)Nc1ccc2c(c1)nc1n2CCOC1	-2	11%	7%	1%[5.75 µM]	20%	27
Cc1ccsc1CNn1cnnc1SCc1ccccc1F	3	5%	0%	19%	10%	21
COC(=O)c1ccc(NC(=O)COc2ccc(N(C)S(=O)(=O)c3ccc(C)cc3)cc2)cc1	nt	?	nt	?	-28%	nt
O=C(NNC(=O)c1ccccc1C(=O)O)c1ccc(S(=O)(=O)N2CCCCC2)cc1	-3	3%	13%	?	14%	-6
Nc1c(S(=O)(=O)c2ccccc2)c2nc3ccccc3nc2n1/N=C/c1ccco1	-1	?	-5%	?	?	-6
O=C(COC(=O)CCNS(=O)(=O)c1cccs1)Nc1ccccc1	nt	0%	nt	25%	1%	nt

The list goes on.
SMILES	CHX counter	Pf growth 48h	Giardia FBPA inh	Pf growth 96h	HCV inh	Shiga toxin inh
Cc1cc(C(=O)NC2CC2)c2ccccc2n1	-4	?	2%	?	13%	-14
CC(NC(=O)C(=O)N1CCCCC1)C(c1cccs1)N1CCN(Cc2ccccc2)CC1 (stereo unspecified)	-2	?	nt	?	13%	-3
COc1ccc(-c2nnc3ccc(SCC(=O)N4CCCCCC4)nn23)cc1OC	-3	7%	10%	-2%	?	16
CC1=NN(C(=O)c2ccc(C)cc2)C(O)(C(F)(F)OC(F)(F)F)C1 (stereo unspecified)	31*	?	1%	?	-13%	72*
O=c1cc(CN2CCN(S(=O)(=O)/C=C/c3ccccc3)CC2)c2ccc(O)cc2o1	-1	13µM*	-9%	12µM*	0%	-3
O=C(Nc1ccc(Br)cc1)c1cccc(S(=O)(=O)Nc2cnc3ccccc3c2)c1	-2	-17%	15%	-14%	?	-13
O=C(N/N=C/c1ccc(O)c(O)c1O)/C(=C/c1ccc([N+](=O)[O-])cc1)NC(=O)c1ccccc1	-6	nt	6.3µM*	9.3µM*	6.3µM*	-7
CC(=O)N1CCCC1(C(=O)O)c1ccccc1 (stereo unspecified)	2	56%[activator]	-2%	61%[activator]	9%	11
O=C1NC(=O)N(c2ccccc2)C(=O)/C1=C\c1ccc2c3c(cccc13)CC2	2	2%	-22%	34%[activator]	-4%	12
CCCNC(=O)NC(=O)c1cnccc1C(F)(F)F	0	24%	6%	11%	11%	-4
Cc1cc(-c2n[nH]c(=S)n2/N=C/C=C/c2ccccc2)n[nH]1	-2	1%	10%	7%	31%[activator]	-8

Five structures already listed, arranged by molar mass, highest first.
SMILES	CHX counter	Pf growth 48h	Giardia FBPA inh	Pf growth 96h	HCV inh	Shiga toxin inh
O=C(N/N=C/c1ccc(O)c(O)c1O)/C(=C/c1ccc([N+](=O)[O-])cc1)NC(=O)c1ccccc1	-6	nt	6.3µM*	9.3µM*	6.3µM*	-7
O=c1cc(CN2CCN(S(=O)(=O)/C=C/c3ccccc3)CC2)c2ccc(O)cc2o1	-1	13µM*	-9%	12µM*	0%	-3
O=C1NC(=O)N(c2ccccc2)C(=O)/C1=C\c1ccc2c3c(cccc13)CC2	2	2%	-22%	34%[activator]	-4%	12
CC1=NN(C(=O)c2ccc(C)cc2)C(O)(C(F)(F)OC(F)(F)F)C1 (stereo unspecified)	31*	?	1%	?	-13%	72*
Cc1cc(-c2n[nH]c(=S)n2/N=C/C=C/c2ccccc2)n[nH]1	-2	1%	10%	7%	31%[activator]	-8

Compound activity: PubChem BioAssay, National Center for Advancing Translational Sciences (NCATS)
